Screening results: PubChem, Broad Institute
HDAC3 inh: HDAC3 deacetylase inhibitors, primary screen, biochemical, fluorescence, cell-free homogeneous; Histone deacetylase 3 (Homo sapiens), O15379; recombinant HDAC3, fluorogenic peptide/trypsin coupled; inhibition, % at 8.3 µM; 0.15% of 320,000 active; in the data active = inhibition above about 26%, passing the limit was not always enough; inconclusive = no clear call, values can overlap the other calls
Target sequence (O15379 whole entry, looked up): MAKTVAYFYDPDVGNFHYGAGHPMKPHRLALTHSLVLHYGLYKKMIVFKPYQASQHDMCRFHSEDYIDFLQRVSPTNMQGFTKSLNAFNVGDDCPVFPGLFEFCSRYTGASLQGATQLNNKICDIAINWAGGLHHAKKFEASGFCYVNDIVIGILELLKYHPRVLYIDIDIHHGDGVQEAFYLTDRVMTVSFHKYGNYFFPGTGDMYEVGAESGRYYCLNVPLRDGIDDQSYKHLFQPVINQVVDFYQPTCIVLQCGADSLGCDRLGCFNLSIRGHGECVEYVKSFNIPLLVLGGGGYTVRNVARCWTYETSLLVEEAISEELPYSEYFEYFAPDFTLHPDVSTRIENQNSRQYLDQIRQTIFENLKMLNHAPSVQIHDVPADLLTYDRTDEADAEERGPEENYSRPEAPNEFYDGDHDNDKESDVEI
An asterisk follows results filed as active; ? = inconclusive. These rows are one share of the data, so the mix of outcomes need not match the whole.

HDAC3 inh	molecule
3	CC(C)(C)c1ccc(C(=O)NC(=O)COC(=O)CCS(=O)(=O)c2ccccc2)cc1
-14	COC(=O)c1cccc(-c2noc(-c3ccccc3F)n2)c1
-2	COc1ccccc1N1CC(C(=O)NCCN2C(=O)S/C(=C\c3cccnc3)C2=O)CC1=O (stereo not drawn)
3	O=C(COc1ncnc2sccc12)Nc1cccc(S(=O)(=O)N2CCOCC2)c1
0	Cc1csc(=O)n1CCC(=O)OCC(=O)NNC(=O)c1ccc(Br)cc1
13	O=S(=O)(c1ccccc1)c1nc(-c2cccs2)oc1NCc1cccnc1
0	COc1ccc(CN(C)C(=O)Cc2ccc(S(=O)(=O)N3CCOCC3)s2)cc1OC
-5	CC(C)n1nnnc1SCC(=O)N(C)C1CCS(=O)(=O)C1 (stereo not drawn)
0	CCN(C(=O)COC(=O)Cc1cccc2ccccc12)C1CCS(=O)(=O)C1 (stereo not drawn)
1	Cc1ccc(S(=O)(=O)N2[C@@H](c3ccc(F)cc3)C(C(=O)O)=C[C@H]2CC2CCCC2)cc1
1	O=C1C=C(c2cc3ccccc3o2)C[C@@H](c2ccc(F)cc2)C1
4	Cn1cnnc1SCC(=O)NCCC1=CCCCC1
-10	Cc1cccc(C(=O)NCC(=O)OCC(=O)NC2CCCCC2)c1
5	CCCCCCCNC(=O)C1(CC2CC(c3cccc(Br)c3)=NO2)CCN(C(=O)Cc2ccc(F)cc2)CC1 (stereo not drawn)
1	Cc1[nH]c(SCC(=O)c2c(N)n(C)c(=O)n(C)c2=O)nc1Cc1ccccc1
2	Cc1cccc(C(=O)OCC(=O)N2CCCCCC2)c1
-3	CN(C(=O)c1cccc(S(=O)(=O)N2CCCC2)c1)C1CCCCC1
-3	COc1ccc(NC(=O)N(C)C[C@H]2Oc3c(NC(=O)Nc4ccccc4)cccc3C(=O)N([C@H](C)CO)C[C@@H]2C)cc1
-4	Cc1c(Cl)cccc1NC(=O)COC(=O)c1ccc(CN2CCCC2=O)cc1
11	COc1cc(C[C@@H](C)[C@@H](C)Cc2ccc(O)c(OC)c2)ccc1O
6	CCN(CC)CCOC(=O)C1(c2ccc([N+](=O)[O-])cc2)CCCC1
6	COc1ccc(OC[C@@H](O)CNC(=O)c2cccc3c2C(=O)c2ccc(-c4ccc(F)cc4OCc4ccccc4)cc2S3(=O)=O)cc1
1	O=[N+]([O-])c1ccc(Cl)c(S(=O)(=O)Nc2ccc3cn[nH]c3c2)c1
-10	O=C1C=C(c2ccc(-c3ccccc3)cc2)C[C@@H](c2ccc(F)cc2)C1
-3	C[C@@]12C(=O)OC(=O)[C@]1(C)C1CCC2O1
-4	C[C@H](CO)N1C[C@H](C)[C@@H](CN(C)C(=O)NC2CCCCC2)Oc2ccc(NC(=O)Nc3ccccc3)cc2C1=O
-3	Cc1ccc(CNC(=O)c2ccc(N3CCC4(CC3)CC(c3cccc(Br)c3)=NO4)c(NC(=O)c3ccc(Cl)c([N+](=O)[O-])c3)c2)cc1
-8	CC(NC(=O)c1ccc(S(=O)(=O)Nc2ccccc2Cl)cc1)c1ccncc1 (stereo not drawn)
?	CC(NC(=O)c1ccco1)C(=O)N1CC=C(c2ccccc2)CC1 (stereo not drawn)
-1	CCOC(=O)c1ccc2c(c1)nc(SC(C)C(=O)NCC1CCCO1)n2CC (stereo not drawn)
-3	Cc1noc(C)c1C(=O)OCC(=O)NCCc1ccccc1
0	O=C(CN(Cc1ccco1)C(=O)c1ccc([N+](=O)[O-])cc1)Nc1ccccc1C(F)(F)F
0	COc1cccc(N2CCN(C(=O)c3cc(C)oc3C)CC2)c1
0	Cc1nc2cc(-c3ccccc3)nn2c(N)c1-c1ccccc1
3	COc1ccc(NC(=O)COC(=O)CCc2ccc(S(=O)(=O)N3CCOCC3)cc2)c(OC)c1
2	Brc1ccc(-c2ccccc2)cc1
3	O=C(COC(=O)c1c(F)cccc1F)NCc1ccc2c(c1)OCO2
-8	CCCCn1c(N)c(N(CC)C(=O)c2cnc(C)cn2)c(=O)[nH]c1=O
?	CSc1ncccc1C(=O)OCC(=O)NCCc1ccccc1
8	CCc1ccc(OCCNc2cc(N3CCNC(C)C3)ccc2[N+](=O)[O-])cc1 (stereo not drawn)
7	C=CC[C@@H](CC(=O)N[C@H](CO)Cc1ccccc1)C(=O)NC[C@H](OC(=O)[C@@H](CC=C)Cc1ccc(F)cc1)c1ccccc1
0	COc1ccc(Cl)cc1NC(=O)COc1ccc2c(c1)OCO2
-3	CC1CC(C)(C)CC2(C1)NC(=O)N(CC(=O)N1CCN(S(=O)(=O)c3cccc(F)c3)CC1)C2=O (stereo not drawn)
18	CCc1ccccc1OCC(=O)Nc1ccc(C)c(S(=O)(=O)N2CCCCCC2)c1
-9	CC(C)n1cnnc1SCC(=O)NCC(=O)Nc1ccc(F)cc1

An excerpt of these results, as labelled records.
O=C(CN(Cc1ccco1)C(=O)c1ccc([N+](=O)[O-])cc1)Nc1ccccc1C(F)(F)F
- HDAC3 inh: 0

COc1cccc(N2CCN(C(=O)c3cc(C)oc3C)CC2)c1
- HDAC3 inh: 0

Cc1nc2cc(-c3ccccc3)nn2c(N)c1-c1ccccc1
- HDAC3 inh: 0

(further entries)
HDAC3 inh	molecule
0	Cc1ccnc(NC(=O)c2cccc(S(=O)(=O)Nc3ccc(C)cc3C)c2)c1
7	C=CCC[C@@H](Cc1ccc(F)cc1)C(=O)OCCNC(=O)[C@@H](CC=C)CC(=O)N[C@H](CO)Cc1ccccc1
-1	CN(C)C1=NC[C@H](Cc2ccccc2)N1CC1CCCCC1
-4	C[C@@H](O)Cc1cn(CC(=O)NCCCCCCCCCCC(=O)N2CCNCC2)nn1
1	Cc1nnc(SCC(=O)c2c[nH]c3ccccc23)n1C1CC1
0	Cc1ccccc1CN(C)C(=O)COC(=O)c1ccc2[nH]c(C)c(C)c2c1
9	NC(=O)N(N)c1nc(N2CCCC2)nc(N2CCCC2)n1
3	C=CCn1c(C)cc(C(=O)COC(=O)c2cncc(Br)c2)c1C
-43	Cc1cc(=O)oc2cc(NC(=O)C(C)N3C(=O)C4CCCCC4C3=O)ccc12 (stereo not drawn)
2	CCn1nc(C(=O)Nc2cccc(S(=O)(=O)N3CCCC3)c2)c2ccccc2c1=O
-5	COc1ccccc1CNC(=O)COC(=O)c1ccc2c(=O)n3c(nc2c1)CCCCC3
3	CC(Sc1ncn[nH]1)C(=O)Nc1cc(C(F)(F)F)ccc1Cl (stereo not drawn)
7	CCN1C(=O)C(=O)N(CC(=O)Nc2cc(C)ccc2C)C1=O
3	CCN(C(=O)COC(=O)c1ccccc1O)c1cccc2ccccc12
-9	C=CCn1c(SCC(=O)NC(=O)Cc2ccccc2)nc2ccccc2c1=O
-3	O=C(COC(=O)/C=C/c1ccc(OC(F)F)cc1)NC1CCCC1
-2	C[C@H](CO)N1C[C@H](C)[C@@H](CN(C)C(=O)Nc2ccccc2)Oc2c(cccc2N(C)C)C1=O
-5	Cc1ccccc1SCC(=O)NCC(c1ccc(F)cc1)N1CCOCC1 (stereo not drawn)
2	O=c1oc(CCO)cc2ccccc12
-4	CN(CC1COc2ccccc2O1)C(=O)c1ccc(Cl)c(S(=O)(=O)N2CCCCCC2)c1 (stereo not drawn)
2	Cc1ccc(C(=O)OCC(=O)NCCc2ccccc2)cc1C
0	CCn1nnc2cc(C(=O)OCC(=O)N(C)Cc3cccc(F)c3)ccc21
3	COc1ccc(CNC(=O)C2CCN(C(=O)c3ccc(F)cc3)CC2)cc1OC
13	COc1ccc(S(=O)(=O)NCCc2ccccn2)cc1
-6	O=C(CNCc1ccccc1Cl)Nc1cc(S(=O)(=O)N2CCOCC2)ccc1Cl
-1	CC(C)OCc1ccc(C(=O)N2CCN(S(=O)(=O)c3ccc(Br)s3)CC2)cc1
6	COc1ccc(CCN(C)C(=O)CCNS(=O)(=O)c2ccccc2C(F)(F)F)cc1OC
2	Cc1cc(C)n2nc(SCC(=O)N3CC(C)CC(C)C3)nc2n1 (stereo not drawn)
2	COc1ccccc1NC(=O)CSc1nncs1
2	Cc1cc(C(=O)CSc2nnc(-c3ccco3)o2)c(C)n1C
-8	COc1ccc(C(=O)Nc2ccc(NC(C)=O)cc2)cc1S(=O)(=O)N(C)Cc1ccccc1
-5	CCOc1ncccc1C(=O)Nc1cc(S(=O)(=O)N2CCCCC2)ccc1C
-11	Cc1ccc(C)c(CNc2ccc(S(=O)(=O)N3CCCCC3)cc2)c1
2	CSCCC(NC(=O)c1ccccc1)C(=O)NCC(C)(C)N1CCOCC1 (stereo not drawn)
4	COc1cc(NC(=O)COC(=O)CNC(=O)C23CC4CC(CC(C4)C2)C3)cc(OC)c1
1	COc1ccc(CN2CCN(C(=O)c3ccc4c(c3)CCC4)CC2)cc1OC
-3	COC(=O)[C@H](Cc1ccccc1)NS(=O)(=O)N[C@@H](Cc1ccccc1)C(=O)OC
0	O=C1Cc2cc(S(=O)(=O)Nc3ccc(F)cc3Cl)ccc2N1
4	COc1ccc(CN(C)C(C)C(=O)Nc2ccc(S(=O)(=O)N3CCCCC3)cc2)cc1F (stereo not drawn)
1	COc1ccccc1S(=O)(=O)NCc1ccc(C(=O)NC(C)c2ccccn2)cc1 (stereo not drawn)
0	O=C(c1cn(Cc2ccccc2)nc1-c1ccccc1)N1CCN(c2ccccn2)CC1
2	Cc1ccccc1Nc1nnc(SCC(=O)NCC2CCCO2)s1 (stereo not drawn)
-2	CC1CCCN(CC(=O)Nc2cc(S(=O)(=O)N3CCOCC3)ccc2N2CCCC2)C1 (stereo not drawn)
-1	C=C[C@@H]1c2cc(C)ccc2N(S(=O)(=O)c2ccc(C)cc2)[C@H](c2ccccc2C(F)(F)F)C1(C#N)C#N
-6	CCCN(CC(=O)Nc1ccccc1C)C(=O)Cc1n[nH]c(=O)c2ccccc12

13 structures already listed, ordered by heavy-atom count, lowest first.
HDAC3 inh	molecule
2	COc1ccccc1NC(=O)CSc1nncs1
2	Cc1cc(C(=O)CSc2nnc(-c3ccco3)o2)c(C)n1C
2	Cc1cc(C)n2nc(SCC(=O)N3CC(C)CC(C)C3)nc2n1 (stereo not drawn)
2	Cc1ccccc1Nc1nnc(SCC(=O)NCC2CCCO2)s1 (stereo not drawn)
-11	Cc1ccc(C)c(CNc2ccc(S(=O)(=O)N3CCCCC3)cc2)c1
2	CSCCC(NC(=O)c1ccccc1)C(=O)NCC(C)(C)N1CCOCC1 (stereo not drawn)
-1	CC(C)OCc1ccc(C(=O)N2CCN(S(=O)(=O)c3ccc(Br)s3)CC2)cc1
-3	COC(=O)[C@H](Cc1ccccc1)NS(=O)(=O)N[C@@H](Cc1ccccc1)C(=O)OC
1	COc1ccccc1S(=O)(=O)NCc1ccc(C(=O)NC(C)c2ccccn2)cc1 (stereo not drawn)
-2	CC1CCCN(CC(=O)Nc2cc(S(=O)(=O)N3CCOCC3)ccc2N2CCCC2)C1 (stereo not drawn)
0	O=C(c1cn(Cc2ccccc2)nc1-c1ccccc1)N1CCN(c2ccccn2)CC1
-8	COc1ccc(C(=O)Nc2ccc(NC(C)=O)cc2)cc1S(=O)(=O)N(C)Cc1ccccc1
-1	C=C[C@@H]1c2cc(C)ccc2N(S(=O)(=O)c2ccc(C)cc2)[C@H](c2ccccc2C(F)(F)F)C1(C#N)C#N

(listing goes on)
HDAC3 inh	molecule
1	CCCn1c(SCC(=O)Nc2ccc(F)c(Cl)c2)nc(O)cc1=O
-10	COc1ccc(CC(=O)OCC(=O)Nc2ccc(OC(F)F)cc2)cc1OC
11	CCOc1ccc(C(=O)NNC(=O)CN2C(=O)C3CC=CCC3C2=O)cc1OC (stereo not drawn)
0	CC(Sc1nn(-c2ccccc2)c(=S)s1)C(=O)NCC1CCCO1 (stereo not drawn)
-3	Cc1noc(C)c1C(=O)NC(Cc1c[nH]c2ccccc12)C(=O)O (stereo not drawn)
9	CC1CN(S(=O)(=O)c2cccc(C(=O)OCCOc3ccccc3)c2)CC(C)O1 (stereo not drawn)
4	CN(C)S(=O)(=O)c1ccc(NC(=O)CSc2nnc(-c3ccco3)o2)cc1
5	O=C(OCc1cc(Cl)cc2c1OCOC2)c1cccnc1Cl
0	COC(=O)C1=C(C)N(Cc2ccccc2)C(=NCc2ccccc2)N[C@H]1c1ccccc1
1	CC(C)C[C@@H](CO)N(Cc1ccccc1)S(=O)(=O)N(Cc1ccccc1)[C@@H](CO)CC(C)C
-3	C#CCOCCOCCOCCNc1nc(N2CCN(C(=O)Cn3cc(CCCCN)nn3)CC2)nc(N2CCN(C(=O)[C@H](CCCCN)n3cc(CCCC)nn3)CC2)n1
-16	CC(=O)Nc1ccc(NC(=O)C(C)OC(=O)c2ccc(S(=O)(=O)N3CCCCC3)cc2)cc1 (stereo not drawn)
0	COc1ccccc1NC(=O)c1ccc(NC(=O)c2nc3nccc(C)n3n2)cc1
-5	CC(=O)c1cccc(N2C(=O)CC(N3CCN(S(=O)(=O)c4ccc(Cl)cc4)CC3)C2=O)c1 (stereo not drawn)
7	CCCCNC(=O)C(CC)(ONc1ccccc1C(F)(F)F)c1ccccc1 (stereo not drawn)
3	CCC1(c2ccc(F)cc2)NC(=O)N(CC(=O)N2CCc3ccccc32)C1=O (stereo not drawn)
3	CC1(c2ccccc2)NC(=O)N(CC(=O)Nc2ccc3c(c2)CCC3)C1=O (stereo not drawn)
3	O=C(CCCOc1ccc(Br)cc1)Nc1nnc(C2CC2)s1
4	CC(=O)c1ccc(N2CCN(C(=O)c3ccc4[nH]c(C)c(C)c4c3)CC2)cc1
-16	COc1cccc(CN(C)C(=O)CCNC(=O)c2ccco2)c1
-11	CS(=O)(=O)c1ccc(Cl)c(NC(=O)COC(=O)c2ccc(S(=O)(=O)N3CCCC3)cc2)c1
-4	CC1CCCCC12NC(=O)N(CC(=O)Nc1ccc(S(=O)(=O)Nc3ncccn3)cc1)C2=O (stereo not drawn)
-152	COc1ccc2c(C(=O)NCc3ccc4c(c3)OCO4)c(-c3ccc(S(C)(=O)=O)cc3)sc2c1
2	Cc1ccc(C2=CN(Cc3ccccc3)CCC2=O)cc1
-2	O=C(COC(=O)c1ccc(S(=O)(=O)N2CCCC2)cc1)Nc1cccc(F)c1
-1	O=C(NN1C(=O)NC2(CCCCC2)C1=O)c1ccc(Cl)s1
6	O=C1C=C(O)c2cccc(O)c2C1=O
1	O=C(CNC(=O)c1ccc2c(c1)OCO2)NCc1cccs1
